E coli WT exp – E. coli BW25113 growth inhibition, expanded screen. hit rate 0.15% among 98,000. OD600 absorbance. growth inhibition, % at 100 µM. AID 710;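 active = growth inhibition above about 50% at one test dose, limit read from the data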;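 also: growth measured after 20 h incubation at 37 °C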
PLK1 inh – blocks human PLK1 kinase activity | P53350 | recombinant PLK1 kinase, TR-FRET peptide phosphorylation | inhibition, % at 10 µM | hit rate 0.53% among 97,000 | AID 619;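 active = inhibition of 50% or more in the single-concentration screen; inactive = inhibition below 50%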;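 also: 0% = DMSO max control and 100% = H-89 dihydrochloride min control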
DAT uptake mod – human DAT dopamine uptake with cocaine, either direction. LLC-PK1 hDAT cells, [14C]-dopamine uptake with cocaine IC80; actives deviate in either direction. B-score at 10 µM. hit rate 1.3% among 110,000. AID 449768;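 active = Z score or B-score, a plate-position-corrected score, falls beyond the plate's 99.7% confidence bounds, in either direction; inactive = both scores lie inside the 99.7% bounds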;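 also: scored against the spread of the other compound wells on the same plate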
Target sequence (Q01959 whole entry, looked up): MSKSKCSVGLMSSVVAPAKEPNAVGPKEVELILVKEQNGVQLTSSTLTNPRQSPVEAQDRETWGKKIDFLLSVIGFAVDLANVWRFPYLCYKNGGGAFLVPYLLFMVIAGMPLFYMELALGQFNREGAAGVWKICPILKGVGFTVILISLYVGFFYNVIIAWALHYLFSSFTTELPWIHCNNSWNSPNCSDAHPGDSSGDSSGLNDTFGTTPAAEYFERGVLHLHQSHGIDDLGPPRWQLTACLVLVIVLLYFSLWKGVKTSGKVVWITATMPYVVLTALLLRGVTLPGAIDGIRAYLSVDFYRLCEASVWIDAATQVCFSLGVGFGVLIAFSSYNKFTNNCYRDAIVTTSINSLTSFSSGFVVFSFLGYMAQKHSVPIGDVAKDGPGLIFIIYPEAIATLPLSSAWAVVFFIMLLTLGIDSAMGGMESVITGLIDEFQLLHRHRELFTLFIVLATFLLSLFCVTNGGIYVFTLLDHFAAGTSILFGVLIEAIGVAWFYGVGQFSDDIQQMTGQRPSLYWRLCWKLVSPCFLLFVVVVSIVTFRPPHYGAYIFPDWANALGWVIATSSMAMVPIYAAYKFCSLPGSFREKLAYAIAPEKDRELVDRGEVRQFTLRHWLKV
The depositor's hits bear a star; . = no result given. A portion of the library, so the mix of outcomes need not match the whole.

1) CC(C)C[C@H]1C(=O)N2CCC[C@H]2[C@]2(O)O[C@](NC(=O)[C@@H]3C=C4c5cccc6[nH]c(Br)c(c56)CC4N(C)C3)(C(C)C)C(=O)N12 (stereo partly drawn)
2) O=C1C2C3c4ccccc4C(c4ccccc43)C2C(=O)N1Cc1ccco1 (stereo not drawn)
3) O=S(=O)(Nc1ncnc2c1oc1ccccc12)c1ccc(Cl)s1
4) CCCn1c(=O)c2ccccc2n2c(SCC(=O)Nc3cc(C)on3)nnc12
5) O=C(NCCc1c[nH]c2ccccc12)C(=O)NCC(c1cccnc1)N1CCN(c2ccccc2)CC1 (stereo not drawn)
6) NC(=O)CC(NC(=O)Cc1ccc(Br)cc1)c1ccc(NCc2ccccn2)c([N+](=O)[O-])c1 (stereo not drawn)

Screen / compound no. | 1 | 2 | 3 | 4 | 5 | 6
PLK1 inh | . | . | . | . | . | .
E coli WT exp | . | . | . | . | . | .
DAT uptake mod | 1.78 | 0.00489 | -0.00187 | -0.835 | 0.365 | 0.0184

7) CC1=CC(=O)c2c(O)ccc(O)c2C1=O
8) CCOC(=O)N1CCN(c2nc(SC)nc3sc4c(c23)CC(C)(C)OC4)CC1
9) COC(=O)C1=C(C(=O)OC)[C@@H]2N(C)c3ccccc3[C@@]23C[C@@H](CO)N(C(=O)C2CCC2)C3=N1
10) OCC1(O)OC[C@@H](O)[C@H]1O (stereo partly drawn)
11) COc1cccc(N/C(C)=C/C(=O)c2ccc(Br)cc2)c1
12) NC(=O)CC(NC(=O)c1ccccc1)c1ccc(NCCc2ccc(F)cc2)c([N+](=O)[O-])c1 (stereo not drawn)

Screen / compound no. | 7 | 8 | 9 | 10 | 11 | 12
PLK1 inh | . | . | . | . | . | .
E coli WT exp | . | . | . | . | . | .
DAT uptake mod | 0.115 | -0.823 | 0.0135 | -0.934 | 0.332 | -0.649

13) O=C(O)c1cc(C(F)(F)F)nc2c(C(F)(F)F)cccc12
14) CC(=O)c1ccc(O)c(CC=C(C)C)c1
15) Cc1cc(NC(=O)CSc2nc3c(c(=O)n2Cc2ccccc2)SC(C)C3)no1 (stereo not drawn)
16) Cc1ccc(S(=O)(=O)n2ccc(=O)[nH]2)cc1
17) CC(=O)n1cc([C@H]2C=C(C(=O)N3CCOCC3)O[C@@H](OCCCCO)C2)c2ccccc21
18) CCC(C(=O)OCCN(CC)CC)c1ccccc1 (stereo not drawn)

Screen / compound no. | 13 | 14 | 15 | 16 | 17 | 18
PLK1 inh | . | . | . | . | . | .
E coli WT exp | . | . | . | . | . | .
DAT uptake mod | -0.00986 | -0.505 | 0.0964 | 0.119 | 0.174 | 0.31

19) Cc1cccc(NC(=O)CSc2nc(N)c(NC(=O)c3cccs3)c(=O)[nH]2)c1
20) CC(C)=CC(O)C/C(C)=C/COc1ccc2ccc(=O)oc2c1 (stereo not drawn)
21) CCOC(=O)CN1C(=O)N[C@@H](CCc2ccccc2)[C@H](C(C)=O)[C@H]1C
22) CCc1ccccc1N(C(=O)CCC(=O)Nc1cc(C)on1)C(C(=O)NC1CCCC1)c1ccco1 (stereo not drawn)
23) C=C1CCN([C@@H](CC(C)C)C(=O)NCCCc2ccccc2)S(=O)(=O)c2ccccc21
24) CC(=O)Nc1sc2c(c1C(c1cccc(Cl)c1)N1CCN(CCO)CC1)CCCC2 (stereo not drawn)

Screen / compound no. | 19 | 20 | 21 | 22 | 23 | 24
PLK1 inh | . | . | . | . | . | .
E coli WT exp | . | . | . | . | . | .
DAT uptake mod | -0.329 | 0.625 | -0.714 | 0.637 | 0.0355 | -0.0317

25) CC(=O)O[C@@H]1C[C@H]2C(C)=C[C@H]3OC(=O)[C@@H](C)[C@H]3C[C@H]2[C@]1(C)O
26) COCOc1ccc(-c2cc(=O)c3c(OCOC)cc(OCOC)cc3o2)cc1
27) COc1ccc(-c2oc3c4c(cc(OC)c3c(=O)c2CC=C(C)C)OC(C)(C)C=C4)c(OC)c1
28) OC1(C#Cc2c(-c3ccsc3)oc3ccc(N4CCOCC4)cc23)CCCCC1
29) Cc1cc(O)cc(O[C@H]2OC(CO)[C@H](O)[C@@H](O)[C@H]2O)c1 (stereo partly drawn)
30) CCO[C@H]1OC(C(=O)O)=C[C@@H](C)[C@@H]1CCCO

Screen / compound no. | 25 | 26 | 27 | 28 | 29 | 30
PLK1 inh | . | . | . | . | . | .
E coli WT exp | . | . | . | . | . | .
DAT uptake mod | -0.344 | 3.17 | -0.241 | 1.94 | -0.288 | -0.461

31) CCOC(=O)c1c(NC(=O)C(C)S(=O)(=O)c2cn(CC)c3ccccc23)sc2c1CCCC2 (stereo not drawn)
32) CC(=O)O[C@]1(C(C)=O)CC[C@H]2[C@@H]3C[C@H](C)C4=CC(=O)CC[C@]4(C)[C@H]3CC[C@@]21C
33) CC1(C)c2[nH]c3ccccc3c2C[C@@H]2C(=O)N(c3ccc(F)cc3F)C(=O)N21
34) CC[C@H]1OC(=O)[C@H](C)[C@@H](O[C@H]2C[C@@](C)(OC)[C@@H](O)[C@H](C)O2)[C@H](C)[C@@H](O[C@@H]2O[C@H](C)C[C@H](N(C)C)[C@H]2O)[C@](C)(OC)C[C@@H](C)C(=O)[C@H](C)[C@@H](O)[C@]1(C)O
35) Cn1c(N)cc(=O)n(Cc2ccccc2)c1=O
36) CCCCSc1nc2c(c(=O)[nH]c(=O)n2C)n1CCc1ccccc1

Screen / compound no. | 31 | 32 | 33 | 34 | 35 | 36
PLK1 inh | . | . | . | . | . | .
E coli WT exp | . | . | . | . | . | .
DAT uptake mod | 0.221 | 1.78 | 0.162 | -0.11 | -1.08 | -0.363

37) COc1c(O)cc2oc(-c3ccc(O)cc3)cc(=O)c2c1O
38) CCO[C@@H]1OC(C(=O)NCc2ccccc2)=C[C@H](C2CC2)[C@H]1CCCO
39) COc1ccc2c(=O)c(-c3ccccc3)coc2c1
40) NC(=O)c1ncn([C@@H]2O[C@H](CO)[C@@H](O)[C@H]2O)c1O
41) CCOC(=O)Cc1csc(NC(=O)CN(C)S(=O)(=O)c2ccc3c(c2)CCC(=O)N3)n1
42) Cc1cc(C(=O)N[C@@H](c2ccccc2)[C@]2(C)C[C@H]2[C@@H](C)C(=O)Nc2ccc3ccccc3c2)no1

Screen / compound no. | 37 | 38 | 39 | 40 | 41 | 42
PLK1 inh | . | . | . | . | . | .
E coli WT exp | . | . | . | . | . | .
DAT uptake mod | 1.06 | -0.00426 | 1.5 | -0.284 | -0.134 | 1.81

43) COc1ccc([C@H]2C=C(C(=O)O)O[C@@H](OCc3ccc(CO)cc3)C2)cc1
44) O=C(NCc1nc2ccccc2[nH]1)C1=C[C@@H](c2ccc(Br)cc2)C[C@@H](OCc2ccc(CO)cc2)O1
45) c1ccc2nc(-c3ccc4c(c3)OCO4)ccc2c1
46) COC(=O)[C@@]1(Cc2ccc(OC)cc2)[C@H]2c3cc(C(=O)N4CCCC4)n(C[C@H](O)CO)c3C[C@H]2CN1C(=O)c1ccccc1
47) CC(=O)N1CCN(c2ccc(Nc3nc(C)nc4c3oc3ccccc34)cc2)CC1
48) CCc1ccc(C(=O)COC(=O)CNC(=O)c2ccco2)cc1

Screen / compound no. | 43 | 44 | 45 | 46 | 47 | 48
PLK1 inh | . | . | . | . | -9.5 | .
E coli WT exp | . | . | . | . | . | 20.0
DAT uptake mod | -0.101 | 1.55 | 1.39 | -0.831 | 0.275 | 0.518

49) C=CCn1c(=O)c2ccccc2n2c(SCc3nnc(-c4ccccc4Br)o3)nnc12
50) CCCCCn1c(=O)c(C(=O)OCC)c(O)c2ccccc21
51) CCOC(=O)c1sc(N)c(C#N)c1CSc1nc2ccc(OCC)cc2[nH]1
52) N#CCCCSC1=C(C#N)C(c2ccccc2Cl)CC(=O)N1 (stereo not drawn)
53) COc1cccc(OC)c1C(=O)N1CCN(c2c(Cc3ccccc3)c(C)nc3ncnn23)CC1
54) COc1ccc2oc(-c3ccccc3)c(C(N)=O)c2c1

Screen / compound no. | 49 | 50 | 51 | 52 | 53 | 54
PLK1 inh | . | . | . | . | . | .
E coli WT exp | -2.0 | -10.0 | -5.0 | -7.0 | 4.0 | -7.0
DAT uptake mod | -0.505 | 0.243 | 1.23 | -0.201 | 0.0969 | 1.5

55) O=C(CN1CCN(C(=O)c2c(F)cccc2F)CC1)Nc1ccccc1F
56) CCOC(=O)c1sc(=S)n(-c2ccccc2OC)c1N
57) COC(=O)c1ccccc1NC(=O)CN1CCN(C23CC4CC(CC(C4)C2)C3)CC1
58) CCC(C)OC(=O)c1[nH]c2c(c1C)C(=O)CC(c1ccc(N(C)C)cc1)C2 (stereo not drawn)
59) Cc1ccc2cc3cc(C(=O)N4CCN(C(=O)c5ccco5)CC4)sc3nc2c1
60) COC(=O)C1C(=O)c2c([nH]c(C(=O)OCC3CCCO3)c2C)CC1C (stereo not drawn)

Screen / compound no. | 55 | 56 | 57 | 58 | 59 | 60
PLK1 inh | . | . | . | . | . | .
E coli WT exp | 12.0 | -17.0 | 17.0 | 2.0 | 5.0 | -2.0
DAT uptake mod | 0.231 | -0.674 | -0.302 | -0.707 | 0.413 | 0.461

61) O=C(COC(=O)CCC(=O)c1cccs1)Nc1ccc(S(=O)(=O)N2CCOCC2)cc1
62) CC1CCCC(C)N1C(=O)CSc1nnc(NC(=O)c2cccs2)s1 (stereo not drawn)
63) COc1ccc(N2CCN(c3cc(=O)n(Cc4ccc(F)cc4)c(=O)[nH]3)CC2)cc1
64) COc1ccc(-n2nnc3c(=O)n(CC(=O)OCc4ccccc4)cnc32)cc1
65) COCc1[nH]nc2c1C(c1ccsc1)C(C#N)=C(N)O2 (stereo not drawn)
66) Cc1c2cn[nH]c(=O)c2c(C)n1Cc1ccc(F)cc1

Screen / compound no. | 61 | 62 | 63 | 64 | 65 | 66
PLK1 inh | . | . | . | . | . | .
E coli WT exp | 8.0 | -5.0 | -5.0 | -9.0 | 1.0 | 13.0
DAT uptake mod | 0.0429 | 1.69 | 1.54 | -0.231 | -0.253 | 1.17

Compounds above that have fluorine (six):
12) NC(=O)CC(NC(=O)c1ccccc1)c1ccc(NCCc2ccc(F)cc2)c([N+](=O)[O-])c1 (stereo not drawn)
13) O=C(O)c1cc(C(F)(F)F)nc2c(C(F)(F)F)cccc12
33) CC1(C)c2[nH]c3ccccc3c2C[C@@H]2C(=O)N(c3ccc(F)cc3F)C(=O)N21
55) O=C(CN1CCN(C(=O)c2c(F)cccc2F)CC1)Nc1ccccc1F
63) COc1ccc(N2CCN(c3cc(=O)n(Cc4ccc(F)cc4)c(=O)[nH]3)CC2)cc1
66) Cc1c2cn[nH]c(=O)c2c(C)n1Cc1ccc(F)cc1

Screen / compound no. | 12 | 13 | 33 | 55 | 63 | 66
PLK1 inh | . | . | . | . | . | .
E coli WT exp | . | . | . | 12.0 | -5.0 | 13.0
DAT uptake mod | -0.649 | -0.00986 | 0.162 | 0.231 | 1.54 | 1.17

Other compounds:
67) COc1ccc(NCc2nnc(SCC(=O)N3CCCc4ccccc43)n2C)cc1
68) CCN1C(=O)c2ccccc2S(=O)c2ccc(C(=O)N3CCCC3)cc21 (stereo not drawn)
69) CC(C)n1nnnc1SCC(=O)N1CCOCC1
70) CCOC(=O)N1CCC(NC(=O)C2CCN(S(=O)(=O)c3cnc[nH]3)CC2)CC1
71) COCCCn1c(SCC(=O)N2CCCC(C)C2)nnc1-c1ccco1 (stereo not drawn)
72) CCn1c(=O)n(CC(=O)Nc2cccc(OC)c2)c(=O)c2ccccc21

Screen / compound no. | 67 | 68 | 69 | 70 | 71 | 72
PLK1 inh | . | . | . | . | . | .
E coli WT exp | -6.0 | 3.0 | -4.0 | -3.0 | -2.0 | -1.0
DAT uptake mod | -0.161 | -0.311 | -0.031 | -0.587 | -0.0067 | 0.836

73) Cn1c(Cn2c(=O)sc3ccccc32)nnc1SCC(=O)NC1CCCCC1
74) CN1C(=O)C(O)(CC(=O)c2ccccc2O)c2cc(Br)ccc21 (stereo not drawn)
75) Oc1c(CN2CCN(c3ccccn3)CC2)cc(Cl)c2cccnc12
76) Cc1csc(SCC(=O)Nc2cc(C(C)(C)C)nn2-c2ccccc2)n1
77) Nc1nc(Cn2nnc(-c3ccccc3Cl)n2)nc(N2CCOCC2)n1
78) CC(=O)N1c2c(cc(Br)cc2S(=O)(=O)NCc2ccc3c(c2)OCO3)CC1C (stereo not drawn)

Screen / compound no. | 73 | 74 | 75 | 76 | 77 | 78
PLK1 inh | . | . | . | . | . | .
E coli WT exp | -10.0 | 23.0 | 54.0* | -1.0 | -8.0 | 5.0
DAT uptake mod | -0.099 | 1.61 | -0.181 | 0.073 | 0.756 | -0.23

79) CCOC(=O)c1cc(-c2ccccc2)n(CC(=O)O)c1C
80) COCCN1Cc2cccc(C(=O)Nc3ccccc3OC)c2C1=O
81) COc1ccc(CSc2nnnn2Cc2ccccc2)cc1OC
82) CCCCC1(C(=O)OCC)CC(CN2CCOCC2)OC1=O (stereo not drawn)
83) Cc1cc2ccccc2n1CCNC(=O)c1ccc(S(=O)(=O)N2CCOCC2)cc1
84) CCN=C1SC(CC(=O)NC(N)=O)C(=O)N1CC (stereo not drawn)

Screen / compound no. | 79 | 80 | 81 | 82 | 83 | 84
PLK1 inh | . | . | . | . | . | .
E coli WT exp | 1.0 | 1.0 | 4.0 | -5.0 | -7.0 | 3.0
DAT uptake mod | -0.289 | -0.122 | 1.02 | 0.0661 | -0.0907 | -1.45

85) COc1ccc(CN2CCN(c3ccccn3)CC2)cc1OCc1ccccc1
86) Cn1cccc1Cc1nnc(SCC(=O)NCC2CCCO2)n1-c1ccc(F)cc1 (stereo not drawn)
87) O=C(NCc1cn2ccsc2n1)Nc1cccc(Cl)c1
88) C=CCN=C(NC#N)SCCc1ccccc1

Screen / compound no. | 85 | 86 | 87 | 88
PLK1 inh | . | . | . | .
E coli WT exp | -9.0 | 3.0 | 11.0 | 1.0
DAT uptake mod | 1.59 | 0.744 | -0.417 | -0.8

Screening results (PubChem)
